Compound activity from PubChem.
TcdB GH inh: blocks C. difficile toxin B glycohydrolase activity. TcdB glycohydrolase enzymatic assay, plate reader. 350,000 tested, 0.24% active. AID 652162. inhibition, % at 9.99 µM; in the data active means inhibition above about 10%
Target sequence (P18177 whole entry, looked up): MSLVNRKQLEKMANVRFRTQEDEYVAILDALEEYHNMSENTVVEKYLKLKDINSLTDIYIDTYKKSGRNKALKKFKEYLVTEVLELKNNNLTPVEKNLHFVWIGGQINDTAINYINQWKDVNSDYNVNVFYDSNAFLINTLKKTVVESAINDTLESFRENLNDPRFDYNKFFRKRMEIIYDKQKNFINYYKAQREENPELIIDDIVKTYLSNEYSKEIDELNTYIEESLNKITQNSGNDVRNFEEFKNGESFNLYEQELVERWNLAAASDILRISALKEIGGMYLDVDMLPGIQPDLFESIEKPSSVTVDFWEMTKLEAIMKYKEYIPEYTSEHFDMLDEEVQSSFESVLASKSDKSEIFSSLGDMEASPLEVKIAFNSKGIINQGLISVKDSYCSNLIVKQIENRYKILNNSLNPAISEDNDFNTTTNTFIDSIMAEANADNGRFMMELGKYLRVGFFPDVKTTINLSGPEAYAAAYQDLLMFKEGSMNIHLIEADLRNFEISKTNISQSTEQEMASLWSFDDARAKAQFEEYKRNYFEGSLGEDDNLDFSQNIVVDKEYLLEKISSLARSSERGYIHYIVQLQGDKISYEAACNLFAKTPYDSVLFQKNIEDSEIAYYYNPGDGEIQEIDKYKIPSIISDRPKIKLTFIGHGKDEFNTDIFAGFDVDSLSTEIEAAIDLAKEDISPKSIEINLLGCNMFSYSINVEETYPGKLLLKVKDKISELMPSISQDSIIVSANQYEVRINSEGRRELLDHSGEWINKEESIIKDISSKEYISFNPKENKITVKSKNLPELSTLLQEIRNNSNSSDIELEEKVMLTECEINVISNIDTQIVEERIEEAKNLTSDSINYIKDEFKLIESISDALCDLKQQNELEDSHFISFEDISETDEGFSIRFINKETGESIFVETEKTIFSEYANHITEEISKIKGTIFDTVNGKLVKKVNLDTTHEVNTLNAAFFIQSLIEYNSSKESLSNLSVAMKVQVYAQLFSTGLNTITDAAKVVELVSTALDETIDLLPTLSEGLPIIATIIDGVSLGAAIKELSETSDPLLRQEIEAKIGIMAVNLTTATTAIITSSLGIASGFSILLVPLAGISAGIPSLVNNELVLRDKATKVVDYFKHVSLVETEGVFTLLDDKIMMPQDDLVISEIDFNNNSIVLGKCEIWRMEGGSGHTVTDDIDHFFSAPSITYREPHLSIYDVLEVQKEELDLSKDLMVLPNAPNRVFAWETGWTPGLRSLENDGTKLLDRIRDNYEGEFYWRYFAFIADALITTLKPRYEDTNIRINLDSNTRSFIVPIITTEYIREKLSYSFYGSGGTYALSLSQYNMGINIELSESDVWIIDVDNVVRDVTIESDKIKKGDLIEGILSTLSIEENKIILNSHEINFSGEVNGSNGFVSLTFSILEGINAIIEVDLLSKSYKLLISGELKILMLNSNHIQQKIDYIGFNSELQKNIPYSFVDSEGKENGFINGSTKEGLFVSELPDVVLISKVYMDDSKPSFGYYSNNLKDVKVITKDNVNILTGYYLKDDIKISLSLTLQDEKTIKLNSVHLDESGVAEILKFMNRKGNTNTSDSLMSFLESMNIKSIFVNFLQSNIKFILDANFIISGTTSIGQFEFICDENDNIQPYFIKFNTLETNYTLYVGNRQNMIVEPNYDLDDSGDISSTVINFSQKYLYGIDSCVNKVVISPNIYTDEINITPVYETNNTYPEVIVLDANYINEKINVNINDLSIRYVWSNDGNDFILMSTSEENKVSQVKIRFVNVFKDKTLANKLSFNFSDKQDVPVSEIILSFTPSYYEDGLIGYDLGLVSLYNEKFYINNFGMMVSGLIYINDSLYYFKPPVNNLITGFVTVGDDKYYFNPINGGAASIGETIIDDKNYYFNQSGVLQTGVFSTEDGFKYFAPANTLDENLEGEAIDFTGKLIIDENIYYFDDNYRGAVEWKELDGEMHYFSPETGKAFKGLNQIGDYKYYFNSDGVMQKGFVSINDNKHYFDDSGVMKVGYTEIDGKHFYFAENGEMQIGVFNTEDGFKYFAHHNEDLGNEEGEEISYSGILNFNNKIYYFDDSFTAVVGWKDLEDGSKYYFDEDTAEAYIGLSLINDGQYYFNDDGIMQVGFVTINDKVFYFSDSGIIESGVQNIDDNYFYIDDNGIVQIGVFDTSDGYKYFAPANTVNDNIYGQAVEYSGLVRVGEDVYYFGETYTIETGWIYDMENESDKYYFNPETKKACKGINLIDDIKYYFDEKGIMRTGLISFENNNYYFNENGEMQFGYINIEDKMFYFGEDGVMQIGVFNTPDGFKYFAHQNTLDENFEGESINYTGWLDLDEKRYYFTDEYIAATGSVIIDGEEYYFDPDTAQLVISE
Y pestis TopoI: blocks Yersinia pestis topoisomerase I activity | Y. pestis Topo-I cleavage product accumulation, plate reader | activity, % at 10 µM | 360,000 tested, 0.064% active; in the data active means activity above about 50%, passing the limit was not always enough; inconclusive means no clear call, values can overlap the other calls; further: inactives centre near 2
PfHsp40 yeast: compounds rescuing yeast from Plasmodium falciparum HSP40 toxicity; 340,000 tested, 0.68% active; growth rescue, % at 12.5 µM; AID 504582; S. cerevisiae expressing PfHsp40, growth rescue, ATP luminescence; in the data active means growth rescue above about 28%, passing the limit was not always enough; inconclusive means no clear call, values can overlap the other calls;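 further: yeast W303a lacking pdr1 and pdr3 grown in galactose medium; growth measured after three days at 30 °C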
BH1578 lux ind: inducers of Vibrio cholerae quorum light production without autoinducers; V. cholerae BH1578 lux reporter, luminescence, 6 h; activation, % at 18.7 µM; 350,000 tested, 0.16% active; AID 588436; in the data active means activation mostly above about 9.7%, no sharp cut-off; inconclusive means no clear call, values can overlap the other calls; inactive means mostly below about 3.7%; further: not every result past the cut was called active; inactives centre near 0; reference of the scale not given here
Anthrax LF prot: anthrax lethal factor protease inhibition; P15917; multiplex microsphere protease cleavage assay, LF; inhibition, % at 10 µM; 360,000 tested, 0.12% active; in the data active means inhibition above about 30%; inconclusive means no clear call, values can overlap the other calls; further: plate controls were buffer without enzyme for full effect and enzyme alone for no effect
SARS 3CLpro inh: SARS-CoV 3CLpro protease inhibition; recombinant SARS-CoV 3CLpro, quenched FRET peptide cleavage; 290,000 tested, 0.14% active; P0C6X7; inhibition, % at 6 µM; in the data active means inhibition above about 12%
DUSP3 inh: inhibitors of human VHR1 phosphatase (DUSP3); inhibition, % at 13.3 µM; 290,000 tested, 0.52% active; recombinant VHR phosphatase, pNPP absorbance; P51452; in the data active means inhibition above about 50%; further: some compounds called inactive have numbers as strong as hits
Rv3671c protease: inhibits the M. tuberculosis serine protease Rv3671c; inhibition, % at 5.96 µM; 320,000 tested, 0.048% active; AID 2606; P9WHR9; in the data active means inhibition above about 38%;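 further: extracellular domain of Rv3671c used as enzyme; 0% = enzyme with DMSO and 100% = no enzyme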
SSB-PriA inh: inhibitors of Klebsiella pneumoniae PriA binding to SSB C-terminal tail; AlphaScreen SSBct-PriA binding, biotinylated peptide; inhibition, % at 33 µM; 430,000 tested, 0.6% active; AID 1272365; in the data active means inhibition mostly above about 37%, no sharp cut-off; inactive means mostly below about 20%;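 further: plate controls were negative control peptide for no effect and reference peptide for full effect; strong numbers were not always called active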
MazF activator: MazEF (E. coli) toxin RNase activation. P0AE70. FAM/BHQ RNA-DNA oligo cleavage fluorescence, 5 h. activation, % at 20 µM. 350,000 tested, 0.32% active; in the data active means activation above about 50%
Active calls of the source: *. Not all compounds are listed; count on the stated rates, not on these rows.

For COc1ccc(-c2nc(N)nc(C)c2-c2ccc(Cl)cc2)c(O)c1 the results were TcdB GH inh 1.6, Y pestis TopoI -1, PfHsp40 yeast 5.6, BH1578 lux ind -1.8, Anthrax LF prot 0, SARS 3CLpro inh 3, DUSP3 inh -4, Rv3671c protease -3, SSB-PriA inh 5 and MazF activator -7.
Screening N#Cc1cc(-c2ccccc2)oc1/N=C/c1ccccc1O returned Y pestis TopoI -5, PfHsp40 yeast 0.9, BH1578 lux ind inactive, Anthrax LF prot -7, SARS 3CLpro inh -3, DUSP3 inh -13, Rv3671c protease 6 and MazF activator -10.
Screening O=[N+]([O-])c1ccccc1OCCNCc1ccccc1 returned TcdB GH inh 0.1, Y pestis TopoI -3, PfHsp40 yeast -0.7, BH1578 lux ind inactive, Anthrax LF prot 6, SARS 3CLpro inh 0, DUSP3 inh 10, Rv3671c protease 11, SSB-PriA inh -7 and MazF activator -1.
Screening CCc1nn(C)c(N)c1C returned TcdB GH inh -0.7, Y pestis TopoI -6, PfHsp40 yeast 1.2, BH1578 lux ind -0.3, Anthrax LF prot 5, SARS 3CLpro inh -4, DUSP3 inh -1, Rv3671c protease -10, SSB-PriA inh 4 and MazF activator 1.
For C=CCn1c(O)c(C(CC)=Nc2cc(OC)ccc2OC)c(=O)[nH]c1=O the results were Y pestis TopoI -1, PfHsp40 yeast 0.5, BH1578 lux ind -0.3, Anthrax LF prot -6, SARS 3CLpro inh 0, DUSP3 inh 18, Rv3671c protease 6, SSB-PriA inh 14 and MazF activator -3.
For COC(=O)C1=C(C)NC(C)=C(C(=O)OC)C1c1cc2ccc(C)cc2[nH]c1=O the results were Y pestis TopoI 0, PfHsp40 yeast -0.6, BH1578 lux ind -17, Anthrax LF prot -3, SARS 3CLpro inh -3, DUSP3 inh 1, Rv3671c protease -1, SSB-PriA inh -15 and MazF activator 2.
For CCOC(=O)c1ccc(NC(=O)CSc2nnc(C)n2-c2ccccc2)cc1 the results were Y pestis TopoI -4, PfHsp40 yeast 0.9, BH1578 lux ind -0.5, Anthrax LF prot -4, SARS 3CLpro inh 4, DUSP3 inh 15, Rv3671c protease -3, SSB-PriA inh 4 and MazF activator -3.
Nc1nnn(CC(=O)N/N=C/c2ccco2)n1 was read as TcdB GH inh -0.7, Y pestis TopoI -6, PfHsp40 yeast -1.0, BH1578 lux ind -0.4, Anthrax LF prot -11, SARS 3CLpro inh 1, DUSP3 inh 27, Rv3671c protease 12, SSB-PriA inh inactive and MazF activator 10.
`O=C1CCN(C(=O)Nc2ccccc2)N1` gave Y pestis TopoI 1, PfHsp40 yeast -0.5, BH1578 lux ind -0.3, Anthrax LF prot -14, SARS 3CLpro inh -1, DUSP3 inh 21, Rv3671c protease -4, SSB-PriA inh -7 and MazF activator 5.
Screening Cc1ccc(-n2ncc3c2CCCC3NC(=O)CCN2CCCC2=O)cc1C (stereo unspecified) returned TcdB GH inh 1.6, Y pestis TopoI 5, PfHsp40 yeast -1.8, BH1578 lux ind inactive, Anthrax LF prot -1, SARS 3CLpro inh -4, DUSP3 inh -14, Rv3671c protease 0, SSB-PriA inh -13 and MazF activator 3.
Cc1cc(-c2ccccc2)nc(Nc2nc3c(C)cccc3c(=O)[nH]2)n1 was read as TcdB GH inh 1.7, Y pestis TopoI inconclusive, PfHsp40 yeast 0.7, BH1578 lux ind inactive, Anthrax LF prot -8, SSB-PriA inh -17 and MazF activator -29.
COc1ccc(NC(=O)NCCN2CCN(c3cc(OC)ccc3OC)CC2)cc1 was read as TcdB GH inh -0.7, Y pestis TopoI -7, PfHsp40 yeast 0.1, BH1578 lux ind -0.4, Anthrax LF prot 4, SARS 3CLpro inh -9, DUSP3 inh 22, Rv3671c protease -5, SSB-PriA inh 3 and MazF activator 6.
For O=C1CC[C@@H](C(=O)N2CSC[C@@H]2C(=O)Nc2ccc(C(F)(F)F)cc2)N1 the results were TcdB GH inh -0.2, Y pestis TopoI 1, BH1578 lux ind -0.5, Anthrax LF prot -8 and MazF activator -5.
`c1ccc(CC2CCN(c3nc4ccccc4n4cnnc34)CC2)cc1` gave Y pestis TopoI 27, PfHsp40 yeast 25, BH1578 lux ind 3.1, Anthrax LF prot -2, SARS 3CLpro inh 2, DUSP3 inh 19, Rv3671c protease -11, SSB-PriA inh -6 and MazF activator 3.
Screening COc1ccc(CNCC(O)COc2cccc3c2OC(C)(C)C3)cc1 (stereo unspecified) returned TcdB GH inh 1.9, Y pestis TopoI 1, PfHsp40 yeast -0.2, BH1578 lux ind inactive, Anthrax LF prot 4, SARS 3CLpro inh -1, DUSP3 inh 29, Rv3671c protease -5, SSB-PriA inh 9 and MazF activator 4.
Cc1onc(-c2c(Cl)cccc2Cl)c1C(=O)N=S(C)(=O)c1ccccc1 (stereo unspecified) was read as TcdB GH inh 2.4, Y pestis TopoI 6, PfHsp40 yeast -1.2, BH1578 lux ind 0.0, Anthrax LF prot -1, SARS 3CLpro inh 0, DUSP3 inh 25, Rv3671c protease 10, SSB-PriA inh -11 and MazF activator 3.
For COc1cc(C(=O)OCc2cccc(OC)c2OC)ccc1OCC(=O)N1CCOCC1 the results were TcdB GH inh 0.1, Y pestis TopoI 25, PfHsp40 yeast 0.4, BH1578 lux ind inactive, Anthrax LF prot -4, Rv3671c protease 0, SSB-PriA inh 3 and MazF activator -1.
COc1cc(NC(=O)CCCC(=O)OCC(F)(F)C(F)F)nc(OC)n1 was read as Y pestis TopoI -15, PfHsp40 yeast 0.5, BH1578 lux ind inactive, Anthrax LF prot -4, SARS 3CLpro inh 1, DUSP3 inh -42, Rv3671c protease -2, SSB-PriA inh -11 and MazF activator 5.
CCOc1ccc(/C=C(\C#N)C(=O)c2c(C)[nH]c3ccccc23)cc1OC was read as TcdB GH inh 1.1, Y pestis TopoI -5, PfHsp40 yeast 0.1, BH1578 lux ind -1.4, Anthrax LF prot 4, SARS 3CLpro inh -2, DUSP3 inh -2, Rv3671c protease 0, SSB-PriA inh 20 and MazF activator 1.
`CC1CCCCN1S(=O)(=O)c1coc(C(N)=O)c1` (stereo unspecified) gave TcdB GH inh 1.3, Y pestis TopoI 9, PfHsp40 yeast -0.9, BH1578 lux ind -0.2, Anthrax LF prot -9, SARS 3CLpro inh -7, DUSP3 inh 17, Rv3671c protease -2, SSB-PriA inh -10 and MazF activator 6.
O=C(Cn1ncc(Cl)c(Cl)c1=O)NC(=O)NC1CCCCC1 was read as TcdB GH inh -0.1, Y pestis TopoI 8, PfHsp40 yeast -0.3, BH1578 lux ind -5.6, Anthrax LF prot 1, Rv3671c protease 1, SSB-PriA inh 0 and MazF activator 6.
For Cc1nnc(N2CCCC(C(=O)Nc3cc(F)ccc3F)C2)c2nn(-c3ccccc3)c(C)c12 (stereo unspecified) the results were Y pestis TopoI 28, PfHsp40 yeast -1.1, BH1578 lux ind -0.2, Anthrax LF prot 1, SARS 3CLpro inh 3, DUSP3 inh 1, Rv3671c protease 1, SSB-PriA inh -2 and MazF activator 14.
CN(C(=O)COC(=O)c1cccnc1Cl)C1CCCCC1 was read as TcdB GH inh 0.6, Y pestis TopoI 3, PfHsp40 yeast 0.5, BH1578 lux ind inactive, Anthrax LF prot 0, Rv3671c protease 5, SSB-PriA inh 0 and MazF activator 8.
`Cc1ccc(CNC(=O)c2cccc3c2C(=O)c2ccc(N4CCC(C)CC4)cc2S3(=O)=O)cc1` gave TcdB GH inh -7.3, Y pestis TopoI 16, PfHsp40 yeast -0.4, BH1578 lux ind 0.4, Anthrax LF prot 8, Rv3671c protease -16, SSB-PriA inh -6 and MazF activator -31.
Screening COc1ccc(-c2[nH]ncc2-c2csc(C)n2)c(O)c1 returned TcdB GH inh 1.6, Y pestis TopoI 4, PfHsp40 yeast 0.2, BH1578 lux ind inactive, Anthrax LF prot 0, SARS 3CLpro inh 2, DUSP3 inh 3, Rv3671c protease -2, SSB-PriA inh -4 and MazF activator 7.
`O=C(CNCC1CCCO1)N1CCN(S(=O)(=O)c2ccc3ccccc3c2)CC1` (stereo unspecified) gave Y pestis TopoI 1, PfHsp40 yeast -0.4, Anthrax LF prot 1, SARS 3CLpro inh 2, DUSP3 inh 18, Rv3671c protease 0, SSB-PriA inh -14 and MazF activator 4.
For CN(C)/C=C(\C#N)S(=O)(=O)c1ccccc1 the results were TcdB GH inh 0.4, Y pestis TopoI 5, PfHsp40 yeast 0.3, BH1578 lux ind -0.2, Anthrax LF prot -2, SARS 3CLpro inh -1, DUSP3 inh 6, Rv3671c protease -8, SSB-PriA inh -2 and MazF activator 4.
Screening CCOc1ccc(C(=O)N[C@H](C(=O)Nc2cccc(S(=O)(=O)N3CCOCC3)c2)C(C)C)cc1 returned TcdB GH inh 2.0, Y pestis TopoI 13, PfHsp40 yeast 0.4, BH1578 lux ind -12, Anthrax LF prot 2, SSB-PriA inh -5 and MazF activator 4.
Cc1ccc(OCCn2c(C3CC(=O)N(Cc4ccccc4)C3)nc3ccccc32)cc1 (stereo unspecified) was read as TcdB GH inh 2.0, Y pestis TopoI 37, PfHsp40 yeast 0.2, BH1578 lux ind -0.3, Anthrax LF prot -5, SARS 3CLpro inh 2, DUSP3 inh 24, Rv3671c protease 2, SSB-PriA inh -11 and MazF activator -7.
For O=C(CSc1nc2c(oc3ccccc32)c(=O)n1CC1CCCO1)NCc1ccccc1 (stereo unspecified) the results were TcdB GH inh 3.8, Y pestis TopoI 4, PfHsp40 yeast 0.0, BH1578 lux ind -0.4, Anthrax LF prot 1, Rv3671c protease 7, SSB-PriA inh -22 and MazF activator -10.
Screening Cc1onc(-c2c(F)cccc2Cl)c1C(=O)c1ccccc1O returned TcdB GH inh 1.0, Y pestis TopoI 4, PfHsp40 yeast -0.7, BH1578 lux ind inactive, SARS 3CLpro inh -1, DUSP3 inh 27, Rv3671c protease 8, SSB-PriA inh -7 and MazF activator 1.
`Cc1cccc(C(C)C)c1NC(=O)CSc1nncn1C` gave TcdB GH inh 1.3, Y pestis TopoI 6, PfHsp40 yeast 0.0, BH1578 lux ind inactive, Anthrax LF prot -1, SARS 3CLpro inh 3, DUSP3 inh 26, Rv3671c protease 2, SSB-PriA inh 6 and MazF activator 2.
`CC(NS(=O)(=O)c1ccc2ccccc2c1)c1ccccn1` (stereo unspecified) gave TcdB GH inh 0.7, Y pestis TopoI 20, PfHsp40 yeast -1.0, BH1578 lux ind 0.9, Anthrax LF prot -2, Rv3671c protease 2, SSB-PriA inh 3 and MazF activator 3.
`COc1ccc([N+](=O)[O-])cc1NC(=O)COC(=O)c1ccccn1` gave TcdB GH inh 1.3, Y pestis TopoI 5, PfHsp40 yeast -0.4, BH1578 lux ind -0.5, Anthrax LF prot -4, SARS 3CLpro inh 1, DUSP3 inh 12, Rv3671c protease 10, SSB-PriA inh 6 and MazF activator 1.
Screening CCOc1cc(NC(=O)c2ccco2)c(OCC)cc1NC(=O)CCc1ccccc1OC returned Y pestis TopoI 22, PfHsp40 yeast 2.5, BH1578 lux ind inactive, Anthrax LF prot -8, SARS 3CLpro inh 1, DUSP3 inh 9, Rv3671c protease -2, SSB-PriA inh 4 and MazF activator 1.
`CCc1cccc(CC)c1-n1c(SCc2cc(=O)n3ccsc3n2)nnc1-c1cccnc1` gave Y pestis TopoI 24, PfHsp40 yeast 0.4, BH1578 lux ind -5.6, Anthrax LF prot -2, SARS 3CLpro inh 3, DUSP3 inh 34, Rv3671c protease 1, SSB-PriA inh 9 and MazF activator -3.

Retrieved by compound from above:
`Cc1ccc(CNC(=O)c2cccc3c2C(=O)c2ccc(N4CCC(C)CC4)cc2S3(=O)=O)cc1` gave TcdB GH inh -7.3, Y pestis TopoI 16, PfHsp40 yeast -0.4, BH1578 lux ind 0.4, Anthrax LF prot 8, Rv3671c protease -16, SSB-PriA inh -6 and MazF activator -31.
For Cc1nnc(N2CCCC(C(=O)Nc3cc(F)ccc3F)C2)c2nn(-c3ccccc3)c(C)c12 (stereo unspecified) the results were Y pestis TopoI 28, PfHsp40 yeast -1.1, BH1578 lux ind -0.2, Anthrax LF prot 1, SARS 3CLpro inh 3, DUSP3 inh 1, Rv3671c protease 1, SSB-PriA inh -2 and MazF activator 14.
